Screening results (PubChem BioAssay)
TRAIL sens C8 – viability loss with TRAIL in NB7+C8 cells, primary screen, TRAIL sensitizer project, cell-based, ATPlite luminescence; inhibition (viability loss, TRAIL sensitization), % at 10 µM; 360,000 tested, 1% active;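 active means compounds causing at least 50% loss of cell viability in the single-dose screen, relative to plate controls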
HIF-2a block – HIF-2a reporter inhibitors, primary screen, luminescence, 786-0 RCC cells; 786-0 RCC cells HIF-2a reporter, luciferase luminescence, overnight; inhibition, % at 18.8 µM; 360,000 tested, 0.72% active;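 active means inhibition of the luminescence signal of 40% or more relative to plate controls, in a single-dose primary screen at 18.75 µM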
* hit, by the source's call. An excerpt; rates above refer to the full screens.

SMILES,TRAIL sens C8,HIF-2a block
COC(=O)C[C@H]1CC[C@@H](NC(=O)Nc2cccc(OC)c2)[C@@H](CO)O1,-5.5,-0.9
COc1ccccc1-c1ncn(Cc2cccc(-c3ccccc3)c2)c1-c1ccco1,1.4,3.3
Cc1ccc(S(=O)(=O)Nc2ccccc2O)cc1,-14.2,-10.0
Cc1ccc(S(=O)(=O)N2[C@@H](Cc3ccccc3)CO[C@H]2CC(=O)c2cccc3ccccc23)cc1,7.8,-0.1
COC(=O)C1=CN(c2cccc(OCc3ccccc3)c2)C(N)=C(C#N)C1c1cccc(F)c1 (configuration not stated),6.6,-0.5
CC(C)c1cc(Cn2c3ccccc3c(=O)n2C(C)Cn2cc(COc3ccccc3)nn2)on1 (configuration not stated),-12.4,6.3
CCOC(=O)C(Cc1ccccc1)C1(C)Oc2ccccc2O1 (configuration not stated),-2.5,-41.7
O=C(C(O)c1ccccc1)N1CCN(S(=O)(=O)c2ccc(C(F)(F)F)cc2)CC1 (configuration not stated),-10.2,5.2
Cc1cccc(C)c1NC(=O)C(C1CC1)n1c(=O)c(-c2cc3ccccc3[nH]2)nc2ccccc21 (configuration not stated),-6.3,-17.6
Cc1ccc(S(=O)(=O)N2[C@H](CC(=O)c3cccc4ccccc34)OC[C@@H]2C)cc1,-9.5,-6.7
CCCCNC(=O)c1nc(C2CCNCC2)oc1-c1cccc(C(F)(F)F)c1,14.5,-8.1
N#Cc1cccc(C(=O)C(=O)N2CCCN(Cc3ccc(F)cc3)CC2)c1,-1.9,4.4
Cc1cc2c(cc1C)-n1nnnc1C(N1CCN(c3ncccc3C#N)CC1)C(=O)N2 (configuration not stated),7.6,-15.3
CSCc1cc(C(=O)NC2CC2)c(N)s1,2.6,-4.7
O=C(NC1CCCC1)N[C@@H]1CC[C@@H](CC(=O)N2CCOCC2)O[C@@H]1CO,-25.2,-2.7
O=C1Nc2ccccc2-c2nnnn2C1N1CCC(Cc2ccccc2)CC1 (configuration not stated),-16.3,26.1

Single records (already shown). Values in the order: TRAIL sens C8, HIF-2a block
CCCCNC(=O)c1nc(C2CCNCC2)oc1-c1cccc(C(F)(F)F)c1 across the screens: 14.5, -8.1
O=C1Nc2ccccc2-c2nnnn2C1N1CCC(Cc2ccccc2)CC1 (configuration not stated) across the screens: -16.3, 26.1

Additional structures:
SMILES,TRAIL sens C8,HIF-2a block
Cc1cccc(C)c1NC(=O)C(C1CC1)n1c(-c2ccc(=O)[nH]c2)nc2ccccc21 (configuration not stated),1.8,-29.6
COC(=O)C1=CN(c2ccc(C(C)(C)C)cc2)C(N)=C(C#N)C1c1ccc(OC)cc1 (configuration not stated),4.3,25.2
CC(C)NC(=O)N[C@H]1CC[C@H](CC(=O)NCc2ccc(Oc3ccccc3)cc2)O[C@@H]1CO,-12.1,6.6
CCC(=O)N[C@@H]1C=C[C@@H](CC(=O)NCc2ccccc2F)O[C@@H]1CO,-15.8,-1.4
CCOC(=O)CC1(CCc2ccccc2)Oc2ccccc2O1,0.0,14.2
COc1ccc(C(C(=O)NCc2ccccc2)n2c(=O)c(-c3ccco3)nc3ccccc32)cc1 (configuration not stated),11.3,0.8
COc1ccc(CCC(=O)N2c3ccccc3N=C(c3ccc(C(F)(F)F)cc3)C2C(=O)NC(C)C)cc1 (configuration not stated),-3.6,-84.0
Nc1sc(-c2ccccc2)cc1C(=O)NCCc1c[nH]c2ccccc12,4.0,1.9
CC(C)(C)N1C(=O)c2ccccc2NC(=O)C1C(=O)Nc1ccc(N2CCOCC2)cc1 (configuration not stated),-0.5,-5.3
COC(=O)[C@@]12C[C@@H](CC(=O)NCc3cccc(C(F)(F)F)c3)C(=O)N(CCc3ccc(OC)c(OC)c3)C1=CCC(C)(C)C2,34.9,-13.9
CCCCOCCCNC(=O)C[C@@H]1C[C@@]2(C(=O)OC)CCCCC=C2N(CCc2ccc(OC)c(OC)c2)C1=O,8.7,5.2
O=C(NCc1ccccc1)C(C1CC1)n1c(=O)c(-c2cc3ccccc3[nH]2)nc2ccccc21 (configuration not stated),-5.1,-11.7
COc1ccc(C2=Nc3ccccc3N(C(=O)c3ccc(C(F)(F)F)cc3)C2C(=O)Nc2ccc3c(c2)OCCO3)cc1 (configuration not stated),1.2,-159.2
COc1ccc(CN2C(=O)CCC2(C)c2nnnn2C2CCCCC2)cc1 (configuration not stated),-8.3,-1.9
Cc1ccc(S(=O)(=O)Nc2ccc(Cl)cc2O)cc1,-24.6,-27.1
Cc1ccc2ccc(C(Nc3ccccc3)c3ccc(C(C)C)cc3)c(O)c2n1 (configuration not stated),10.1,-11.8
O=C(C[C@@H]1C=C[C@@H](NC(=O)C2CC2)[C@@H](CO)O1)NCc1ccccc1Cl,-4.9,8.1
CCCCNC(=O)c1nc(-c2cccc(C(F)(F)F)c2)oc1-c1ccc(OC(F)(F)F)cc1,-2.0,1.8
COc1ccccc1CNC(=O)C[C@@H]1CC[C@H]2[C@@H](COC[C@H](O)CN2Cc2ccccc2)O1,-2.1,1.2
O=C(Nc1ccc2c(c1)OCCO2)C(c1ccncc1)n1c(=O)c(-c2ccco2)nc2ccccc21 (configuration not stated),-11.3,-66.1
CC(C)(C)N1C(=O)c2ccccc2NC(=O)C1C(=O)NCCc1ccccc1 (configuration not stated),-1.5,-5.0
COc1ccc(NC(=O)C(c2ccnc3ccccc23)n2c(=O)c(-c3ccccc3)nc3ccccc32)cc1 (configuration not stated),-5.0,-11.9
CC(C)CCN1C(=O)CSCC1(C)C(=O)NCc1ccccc1 (configuration not stated),-5.1,8.2
Cc1ccc(S(=O)(=O)C[C@@H]2OC[C@H](CO)N2S(=O)(=O)c2ccc(C)cc2)cc1,-9.5,-6.3
COC(=O)[C@@]12C[C@@H](CC(=O)N3CCN(C(=O)c4ccco4)CC3)C(=O)N(Cc3ccccc3)C1=CCC(C)(C)C2,1.3,8.6
Cc1cccc(C)c1NC(=O)C(c1ccccc1)N1CCC(c2ccccc2)CC1 (configuration not stated),-5.8,7.8
COC(=O)[C@]12CCCCC=C1N(Cc1ccc3c(c1)OCO3)C(=O)[C@H](CC(=O)NCC13CC4CC(CC(C4)C1)C3)C2,-4.1,2.9
O=C(Nc1ccc2c(c1)OCCO2)C1C(=O)Nc2ccccc2C(=O)N1C1CCCCC1 (configuration not stated),-15.1,-12.6
CCCCNC(=O)c1nc(C2CCN(S(=O)(=O)c3ccc(S(C)(=O)=O)cc3)CC2)oc1-c1ccccc1,0.5,8.2
CC(C)(C)C(c1nc2ccccc2[nH]1)n1c(-c2ccsc2)nc2ccccc21 (configuration not stated),7.5,0.9
O=C(/C=C1\OCc2ccccc21)OCc1ccccc1,15.1,-239.5
COC(=O)C[C@@H]1CC[C@H](NC(=O)Cc2ccccn2)[C@@H](CO)O1,8.4,0.0

Retrieved by compound from the entries so far, three records:
SMILES,TRAIL sens C8,HIF-2a block
CC(C)(C)C(c1nc2ccccc2[nH]1)n1c(-c2ccsc2)nc2ccccc21 (configuration not stated),7.5,0.9
COC(=O)[C@]12CCCCC=C1N(Cc1ccc3c(c1)OCO3)C(=O)[C@H](CC(=O)NCC13CC4CC(CC(C4)C1)C3)C2,-4.1,2.9
COC(=O)[C@@]12C[C@@H](CC(=O)N3CCN(C(=O)c4ccco4)CC3)C(=O)N(Cc3ccccc3)C1=CCC(C)(C)C2,1.3,8.6

Later entries:
SMILES,TRAIL sens C8,HIF-2a block
COc1ccc(C2=Nc3ccccc3N(C(=O)c3ccc4ncccc4c3)C2C(=O)NC2CCCC2)cc1 (configuration not stated),-6.4,-196.2
O=C1Nc2ccccc2-n2nnnc2C1N1CCN(c2cccc(C(F)(F)F)n2)CC1 (configuration not stated),11.5,10.4
CCOC(=O)N1CCN(C(=O)C[C@@H]2C[C@@]3(C(=O)OC)CCCCC=C3N(CCc3ccc(OC)c(OC)c3)C2=O)CC1,6.8,4.1
COC(=O)/C=C1\OCc2cccc(C)c21,-0.3,-27.1
COC(=O)[C@@]12C[C@@H](CC(=O)N3CCCCC3)C(=O)N(Cc3cccc4ccccc34)C1=CCC(C)(C)C2,15.2,0.7
C=CCOC(=O)Nc1nc(CCNC(=O)OCc2ccccc2)c(C(=O)O)s1,-2.8,12.1
COC(=O)C[C@@H]1CC[C@H](NC(=O)Nc2ccc(F)cc2)[C@@H](CO)O1,4.1,6.2
O=C(NCc1ccccc1)C(c1ccccc1)n1c(=O)c(-c2ccco2)nc2ccccc21 (configuration not stated),-14.1,-12.4

Next records follow.
Below each SMILES: TRAIL sens C8	HIF-2a block
O=C(Nc1ccc(F)cc1)C(c1cccc(F)c1)N1CCN(c2ccncc2)CC1 (configuration not stated)
 : 3.4	-22.0
Cc1cccc(C)c1NC(=O)C1(C)CN(S(C)(=O)=O)CC(=O)N1CCCN1CCOCC1 (configuration not stated)
 : 6.5	8.4
O=C(NCC[C@H]1CC[C@@H](NC(=O)C2CCC2)[C@@H](CO)O1)c1cc(Cl)cc(Cl)c1
 : 10.8	9.4
COCCCNC(=O)C[C@@H]1C[C@@]2(C(=O)OC)CC(C)(C)CC=C2N(Cc2ccccc2)C1=O
 : 13.0	0.9
CCC(C(=O)NC(C)(C)C)n1c(C(c2ccccc2)c2ccccc2)nc2ccccc21 (configuration not stated)
 : -10.7	-2.0
O=C1Nc2ccccc2-n2nnnc2C1N1CCN(c2ccc(C(F)(F)F)cc2[N+](=O)[O-])CC1 (configuration not stated)
 : 6.7	16.3
CCc1c(-c2ccc(Cl)cc2)ncn1Cc1cccc(-c2ccccc2)c1
 : 1.9	-2.5
COc1ccc(C(C(=O)Nc2ccc(F)cc2)N2CCN(C(=O)c3ccco3)CC2)cc1 (configuration not stated)
 : 0.9	-15.6
CCCCNC(=O)C(NC(=O)Cc1cc(C(F)(F)F)cc(C(F)(F)F)c1)C(=O)c1ccccc1 (configuration not stated)
 : -2.8	-29.9
Cc1cccc(C)c1NC(=O)C1(C)CN(S(C)(=O)=O)CC(=O)N1CCc1ccccc1F (configuration not stated)
 : -14.2	-2.2
C[C@H]1[C@@H](Cc2cc(Cl)cc(Cl)c2)N(c2ccccc2)c2ccccc2CN1Cc1ccccc1
 : 38.5	-0.8
COC(=O)C[C@@H]1CC[C@H](NC(=O)c2ccccc2)[C@@H](CO)O1
 : -7.6	8.6
Cc1cc(Br)c2c(c1)[C@](O)(c1cn(C)c3ccccc13)C(=O)N2C
 : 2.1	14.2
COC(=O)CC1N(S(=O)(=O)c2ccc(C)cc2)c2ccccc2C1(C(=O)OC)C(=O)OC (configuration not stated)
 : -17.6	0.5
CC(C)NC(=O)C1(C)CN(S(C)(=O)=O)CC(=O)N1Cc1cccs1 (configuration not stated)
 : 13.8	-2.4
CCCCNC(=O)c1nc(-c2ccc(C(F)(F)F)cc2)oc1-c1ccccc1
 : 15.9	-33.3
CC1(C(=O)NCc2ccccc2)CN(S(C)(=O)=O)CC(=O)N1Cc1cccc(F)c1 (configuration not stated)
 : -10.6	-3.1
CN1C(=O)C(c2cn(C)c3ccccc23)(c2cn(C)c3ccccc23)c2cc(F)ccc21
 : 9.0	16.9
CCc1c(-c2cccc(Cl)c2)ncn1Cc1cccc(-c2ccccc2)c1
 : 7.4	-11.3
COC(=O)C[C@@H]1C=C[C@H](NS(=O)(=O)c2cccc(F)c2)[C@@H](CO)O1
 : -3.6	3.7
O=C(NCc1ccccc1)C(c1ccco1)N1CCN(c2ccccc2F)CC1 (configuration not stated)
 : -3.5	-4.0
COC(=O)C[C@H]1CC[C@@H](NC(=O)Nc2c(C)noc2C)[C@@H](CO)O1
 : -9.4	12.7
O=C(N[C@@H]1CC[C@H](CCn2cc(-c3ccccn3)nn2)O[C@@H]1CO)c1ccncc1
 : 2.0	4.1
CCC(C(=O)NC(C)(C)C)n1c(-c2ccccc2)nc2ccccc21 (configuration not stated)
 : -3.5	-9.5
CC(C)NC(=O)C1C(c2ccc(C(F)(F)F)cc2)=Nc2ccccc2N1C(=O)c1cccc2ccccc12 (configuration not stated)
 : 8.1	-98.0
COc1cccc(C(C(=O)NC2CCCC2)N2CCN(c3cc(C)ccc3C)CC2)c1OC (configuration not stated)
 : -10.5	-0.9
COc1ccc(C2=Nc3ccccc3N(C(=O)c3ccc4c(c3)OCO4)C2C(=O)NCc2ccccc2)cc1 (configuration not stated)
 : 1.3	-75.6
Cc1cccc(C)c1NC(=O)C(c1cccc2ccccc12)n1c(=O)c(-c2cc3ccccc3[nH]2)nc2ccccc21 (configuration not stated)
 : 10.7	0.0
COC(=O)[C@@]12C[C@@H](CC(=O)NCC34CC5CC(CC(C5)C3)C4)C(=O)N(Cc3ccccc3)C1=CCC(C)(C)C2
 : -7.1	-17.2
COP(=O)(OC)OC(C(=O)c1ccccc1)c1ccccc1 (configuration not stated)
 : 3.6	6.1
COc1ccc(NC(=O)C(c2ccc(C(F)(F)F)cc2)n2c(=O)c(-c3cc4ccccc4[nH]3)nc3ccccc32)cc1 (configuration not stated)
 : 4.7	-18.4
CSCCC(C(=O)NC(C)(C)C)n1c(-c2ccccc2)nc2ccccc21 (configuration not stated)
 : 5.9	-2.6

3 of the entries above in order of their number in HIF-2a block, descending.
compound	HIF-2a block
COc1ccccc1-c1ncn(Cc2cccc(-c3ccccc3)c2)c1-c1ccco1	3.3
CCCCNC(=O)c1nc(-c2cccc(C(F)(F)F)c2)oc1-c1ccc(OC(F)(F)F)cc1	1.8
CCC(=O)N[C@@H]1C=C[C@@H](CC(=O)NCc2ccccc2F)O[C@@H]1CO	-1.4
